Screening results as filed in PubChem.
DNMT1 inh = inhibitors of human DNMT1; P26358; DNMT1 molecular beacon, Hinp1I cleavage, fluorescence; inhibition (reported as % activation of signal), % at 10 µM; actives 0.83% (n = 360,000); in the data active means inhibition above about 50%
Target sequence (P26358 504-1616 limits assumed): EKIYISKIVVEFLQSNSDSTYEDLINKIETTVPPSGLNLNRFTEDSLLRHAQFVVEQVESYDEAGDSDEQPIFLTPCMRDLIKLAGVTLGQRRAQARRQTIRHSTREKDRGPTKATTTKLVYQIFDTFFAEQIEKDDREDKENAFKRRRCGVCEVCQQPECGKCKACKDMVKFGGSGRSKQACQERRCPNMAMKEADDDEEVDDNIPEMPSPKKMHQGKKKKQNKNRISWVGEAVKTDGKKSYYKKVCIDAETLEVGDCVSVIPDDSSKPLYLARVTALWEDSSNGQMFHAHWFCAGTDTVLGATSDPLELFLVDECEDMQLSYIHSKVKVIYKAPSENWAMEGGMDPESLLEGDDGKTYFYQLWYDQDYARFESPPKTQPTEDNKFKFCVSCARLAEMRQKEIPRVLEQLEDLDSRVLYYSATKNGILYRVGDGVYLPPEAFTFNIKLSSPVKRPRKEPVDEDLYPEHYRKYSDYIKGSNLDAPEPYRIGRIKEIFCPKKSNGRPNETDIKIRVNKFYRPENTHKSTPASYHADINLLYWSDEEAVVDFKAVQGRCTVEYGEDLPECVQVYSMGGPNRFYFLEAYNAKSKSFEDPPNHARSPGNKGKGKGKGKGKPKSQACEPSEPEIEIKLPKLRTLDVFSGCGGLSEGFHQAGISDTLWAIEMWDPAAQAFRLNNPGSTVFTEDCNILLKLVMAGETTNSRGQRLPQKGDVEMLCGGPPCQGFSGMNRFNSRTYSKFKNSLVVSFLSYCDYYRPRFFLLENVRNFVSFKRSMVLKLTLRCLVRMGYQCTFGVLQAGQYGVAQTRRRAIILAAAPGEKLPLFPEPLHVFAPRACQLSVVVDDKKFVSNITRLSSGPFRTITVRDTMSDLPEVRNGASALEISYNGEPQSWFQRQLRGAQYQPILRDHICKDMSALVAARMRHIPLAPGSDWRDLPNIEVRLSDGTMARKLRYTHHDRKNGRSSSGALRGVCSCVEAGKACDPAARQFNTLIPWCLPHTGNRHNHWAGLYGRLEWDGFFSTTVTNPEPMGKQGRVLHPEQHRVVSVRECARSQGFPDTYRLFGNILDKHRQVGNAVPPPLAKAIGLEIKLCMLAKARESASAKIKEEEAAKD
MsrA inhibitor = inhibitors of bovine MsrA | purified bovine MsrA, absorbance read-out | inhibition, % at 15.5 µM | actives 0.75% (n = 360,000) | AID 651718; in the data active means inhibition above about 4.5%;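 further: 0% = vehicle wells with enzyme and 100% = reference inhibitor wells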
Rpn11 block = blocks the human proteasome subunit Rpn11; actives 0.59% (n = 360,000); human 26S proteasome, Ub4-pepOG fluorescence polarization; 20S core pre-blocked with epoxomicin; AID 588493; O00487; calls only at 20 µM;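 active means inhibition at 20 µM, scaled to each plate's controls, above about 33%, limit read from the data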
CSN deneddyl inh = inhibitors of human CSN-mediated cullin deneddylation; inhibition, % at 12.5 µM; actives 0.38% (n = 360,000); Purified CSN, SCF-Nedd8-OG deneddylation, fluorescence polarization; Q92905; AID 651999;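 active means pattern-corrected inhibition above about 35%, with an unprinted fluorescence ratio check between 0.5 and 1.5, limit read from the data, passing the limit was not always enough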;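 further: 0% = enzyme with substrate and 100% = substrate without enzyme; some results filed as inactive read as strong as hits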
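Assay system: purified human Csn5 enzyme expressed in HEK293T cells; measure: % inhibition; also added: SCFSkp2-Nedd8OG substrate at 10 nM final; technique: fluorescence polarization; times: reaction 90 min, room temperature; medium: Tris buffer pH 7.5, NaCl, DTT, Tween-20, trehalose, ovalbumin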
SUMO1 PPI mod = modulators of human SUMO1-mediated protein-protein interactions. SUMO1 binding to a labelled peptide, TR-FRET, 1 h. AID 602429. actives 0.33% (n = 360,000). inhibition, % at 20 µM; in the data active means inhibition above about 37%
NadD block = inhibitors of Staphylococcus aureus NadD. purified NadD enzyme, colorimetric absorbance read-out. inhibition, % at 20 µM. actives 0.78% (n = 360,000). AID 602399; in the data active means inhibition above about 26%; further: some compounds past the cut are filed as inactive
STEP block = blocks human striatal-enriched tyrosine phosphatase | P54829 | recombinant STEP, OMFP fluorogenic substrate, fluorescence | inhibition, % at 20 µM | actives 0.25% (n = 360,000);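 active means inhibition at 20 µM, scaled per plate between control wells, above about 37%, limit read from the data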;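 further: 0% = DMSO with enzyme and substrate and 100% = substrate only without enzyme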
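System: isolated STEP enzyme; schedule: 20 min enzyme reaction at room temperature, protected from light; medium: Bis-Tris buffer pH 6.0, 2.5 mM DTT, 0.005% Tween 20; signal: fluorescence, 480/540 nm; dosing: single compound dose of 20 µM, 1% DMSO final; also added: OMFP substrate, 25 µM final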
Scp-1 inhibitor = Scp-1 (human) phosphatase inhibition | Q9GZU7 | Recombinant Scp1, phosphopeptide, malachite green phosphate absorbance | inhibition, % at 20 µM | actives 0.88% (n = 340,000) | AID 493091;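 active means inhibition above about 50% at 20 µM, limit read from the data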;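 further: plate controls were DMSO wells with enzyme for no effect and wells lacking enzyme for full effect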
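Test system – truncated SCP-1 phosphatase (76-261aa) · Reagent – Phosphorylated 17-residue peptide substrate · Incubation – 45 min room-temperature reaction, 5 min colour, 30 min stabiliser · Detection – colorimetric phosphate reagent with accelerator and stabiliser, absorbance at 630 nm · Measure – % inhibition at 20 µM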
TbMetRS inhib = blocks T. brucei methionyl-tRNA synthetase activity | purified T. brucei MetRS, ATP depletion, Kinase-Glo luminescence | inhibition, % at 11.9 µM | actives 0.4% (n = 360,000) | AID 624268;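 active means inhibition above a per-plate cutoff of the control wells' mean inhibition plus 3 SD, cut at about 5.5% in these data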;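 further: 0% = DMSO wells median and 100% = median of wells with control inhibitor compound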
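technique = Kinase-Glo luminescence, ATP depletion format | system = purified MetRS (methionyl-tRNA synthetase) enzyme from Trypanosoma brucei | timing = 15 min preincubation, 2 h reaction, all 25 °C | evaluation = percent inhibition versus plate control medians | dosing = single dose, 11.9 µM final nominal, 0.9% final DMSO | also added = substrates ATP, L-methionine and bulk Escherichia coli tRNA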
LMPTP block = LMPTP (human) inhibition | recombinant LMPTP-A, OMFP fluorogenic substrate, fluorescence intensity | inhibition, % at 20 µM | P24666 | actives 0.22% (n = 360,000);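 active means compounds that cut the enzyme signal by at least half of the control window in the single-dose screen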;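 further: plate controls were DMSO wells with enzyme plus substrate for no effect and substrate without enzyme for full effect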
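Assay system: LMPTP-A phosphatase enzyme | Input: 0.625 nM enzyme | Also added: Fluorogenic phosphatase substrate OMFP at 400 µM final | Compound dosing: One test concentration per compound, 20 µM, with 3% DMSO overall | Schedule: 50 min enzyme reaction at room temperature, protected from light | Signal: Fluorescence intensity | Benchmarks: no-enzyme and uninhibited controls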
Numbers without * were called inactive; i = inactive; · = no result given.

(1) CCOC(=O)C1=C(CN2CCN(c3ccc(F)cc3)CC2)NC(=O)NC1c1cccs1 (configuration not stated)
(2) CCOC(=O)C1(CC)NC(c2ccc(OC)cc2OC)C2C(=O)N(C)C(=O)C21 (configuration not stated)
(3) CCC1Oc2ccc(C)cc2N(CC(=O)NCCCN2CCCC2)C1=O (configuration not stated)
(4) CCOC(=O)C1=C(N)N2C(=O)C(C)SC2=C(C(=O)OC)C1c1ccccc1OC (configuration not stated)
(5) Cc1c(C(=O)C(=O)N2CCCc3ccccc32)c2ccccc2n1C
(6) COc1ccccc1-c1cc(C(=O)NCCc2ccccc2)no1
(7) C=CCNC(=S)NC(CC(=O)OC)c1ccc2c(c1)OCO2 (configuration not stated)
(8) COc1ccc2oc(C)c(C(N)=O)c2c1
Assay by compound,1,2,3,4,5,6,7,8
DNMT1 inh,-5.6,0.2,-1.1,-3.5,2.8,5.8,-1.5,-2.4
MsrA inhibitor,1.1,0.6,0.2,0.3,1.7,-1.4,0.1,-1.4
Rpn11 block,i,i,i,i,i,i,i,i
CSN deneddyl inh,-2.1,-13.7,-1.4,0.9,-6.0,-0.5,3.2,-7.4
SUMO1 PPI mod,0.8,0.5,-14.8,2.1,0.5,3.7,0.0,-2.2
NadD block,-1.9,1.6,-0.7,-2.4,-2.4,-6.4,-3.6,-1.8
STEP block,-3.3,-1.0,2.3,1.1,-4.3,3.9,0.8,-0.6
Scp-1 inhibitor,-9.7,-7.1,5.3,5.5,-5.5,-6.7,-4.6,-3.5
TbMetRS inhib,-0.2,-0.5,0.0,-1.6,-0.7,1.0,0.0,-0.2
LMPTP block,0.4,-1.3,5.8,0.8,-0.9,0.2,-1.4,-1.3

(9) COc1ccc(NC(=O)c2ccc3c(c2)CCN3S(=O)(=O)c2ccccc2)c(OC)c1
(10) COc1ccc(C(=S)Nc2ccc(N(C)C)cc2)cc1
(11) O=C(Nc1ccccc1N1CCOCC1)c1cccc2c(Br)cccc12
(12) CCCCCC(=O)N1CC2(CC(c3cccc(NC(=O)CC(c4ccccc4)c4ccccc4)c3)=NO2)C[C@@H]1C(N)=O (some centres not stated)
(13) COc1ccc(C(=S)N2CCN(c3cccc(Cl)c3)CC2)cc1
(14) CCn1c(C)c(C)c2cc(C(=O)NCCCN3CCCCC3C)ccc21 (configuration not stated)
(15) Cc1ccc(NS(=O)(=O)c2cc(C(=O)Nc3cccnc3)ccc2C)cc1
(16) O=C(O)C1CC1C(=O)Nc1nc2c(Cl)cccc2s1 (configuration not stated)
Assay by compound,9,10,11,12,13,14,15,16
DNMT1 inh,-1.4,-5.1,-1.7,-14.7,0.0,-4.6,-1.4,6.4
MsrA inhibitor,-0.5,2.3,-0.1,-1.1,0.7,1.4,0.7,-0.3
Rpn11 block,i,i,i,i,i,i,i,i
CSN deneddyl inh,-0.8,-4.9,-2.8,-4.5,5.7,5.4,1.9,0.9
SUMO1 PPI mod,0.8,-4.9,-1.6,1.8,2.5,-26.9,7.7,2.3
NadD block,-3.9,4.1,2.7,9.8,-1.6,2.5,-0.7,-7.2
STEP block,-0.8,-0.9,1.4,2.1,0.3,-1.6,-0.6,1.5
Scp-1 inhibitor,60.5*,-2.2,-4.2,-4.4,-3.3,-3.1,-5.5,-7.3
TbMetRS inhib,-0.6,-0.5,-0.8,0.5,3.3,-0.5,0.2,1.3
LMPTP block,3.4,0.8,3.5,2.5,2.6,-1.9,-0.9,-1.9

(17) S=C(NC1CCCCC1)N1CCN(C/C=C/c2ccccc2)CC1
(18) COC(=O)CCc1c(C)c(C#N)c2nc3ccccc3n2c1N1CCCC1
(19) CCCCn1c(CCNC(=O)CC)nc2ccccc21
(20) C[C@H]1CC[C@@]2(O[C@@H](CCO)C[C@H](O)[C@H]2O)O1
(21) COc1ccc(C)cc1S(=O)(=O)Nc1cccc(-c2cn3cccnc3n2)c1
(22) CC1CCCC(NC(=O)CSc2n[nH]c(=O)n2Cc2ccccc2)C1C (configuration not stated)
(23) COc1ccc(N2CCN(C(=O)CCNS(=O)(=O)c3cccs3)CC2)cc1
(24) O=C(NC(=S)Nc1ccc(CN2CCCCC2)cc1)c1cc2ccccc2o1
Assay by compound,17,18,19,20,21,22,23,24
DNMT1 inh,0.8,7.3,0.5,6.7,-0.6,3.6,-1.2,0.7
MsrA inhibitor,0.8,0.3,-1.2,-0.4,0.4,-0.5,-0.9,1.3
Rpn11 block,i,i,i,i,i,i,i,i
CSN deneddyl inh,-8.1,3.8,-0.1,-4.7,-2.8,-0.8,-3.4,2.8
SUMO1 PPI mod,-0.2,-8.3,-1.8,0.9,-16.7,0.2,3.0,-5.1
NadD block,-2.0,-5.8,2.9,1.8,6.0,-2.2,3.8,7.6
STEP block,-0.1,2.3,1.1,0.7,-0.6,0.2,-0.1,2.0
Scp-1 inhibitor,-2.7,-2.7,-4.8,3.5,9.1,4.7,-3.7,8.7
TbMetRS inhib,-0.7,-0.4,0.1,-0.5,-0.5,-0.3,-0.5,-0.2
LMPTP block,-1.4,0.3,0.6,-1.9,-0.5,-1.4,-1.5,2.3

Pulled by structure from above:
(19) CCCCn1c(CCNC(=O)CC)nc2ccccc21
(21) COc1ccc(C)cc1S(=O)(=O)Nc1cccc(-c2cn3cccnc3n2)c1
(24) O=C(NC(=S)Nc1ccc(CN2CCCCC2)cc1)c1cc2ccccc2o1
(22) CC1CCCC(NC(=O)CSc2n[nH]c(=O)n2Cc2ccccc2)C1C (configuration not stated)
(17) S=C(NC1CCCCC1)N1CCN(C/C=C/c2ccccc2)CC1
Assay by compound,19,21,24,22,17
DNMT1 inh,0.5,-0.6,0.7,3.6,0.8
MsrA inhibitor,-1.2,0.4,1.3,-0.5,0.8
Rpn11 block,i,i,i,i,i
CSN deneddyl inh,-0.1,-2.8,2.8,-0.8,-8.1
SUMO1 PPI mod,-1.8,-16.7,-5.1,0.2,-0.2
NadD block,2.9,6.0,7.6,-2.2,-2.0
STEP block,1.1,-0.6,2.0,0.2,-0.1
Scp-1 inhibitor,-4.8,9.1,8.7,4.7,-2.7
TbMetRS inhib,0.1,-0.5,-0.2,-0.3,-0.7
LMPTP block,0.6,-0.5,2.3,-1.4,-1.4

Next structures
(25) Cc1nnc2sc(-c3cccc(F)c3)nn2c1=O
(26) CC(Sc1nnnn1C1CCCC1)C(=O)Nc1cccc(S(=O)(=O)N2CCOCC2)c1 (configuration not stated)
(27) NS(=O)(=O)c1ccc(CCNc2ncnc3c2c(-c2ccccc2)cn3-c2ccc(F)cc2)cc1
(28) Cc1ccc(CN2CCSCC2)cc1
(29) NNC(=O)Cn1c(SCc2ccccc2)nc2ccccc21
(30) COc1ccc(Nc2ccc([N+](=O)[O-])cc2[N+](=O)[O-])cc1
(31) Cc1noc(/C=C/c2ccco2)c1S(=O)(=O)N1CCC(C(=O)NCc2ccco2)CC1
(32) CC(=O)NCCC(=O)Nc1ccc(C(N)=O)cc1
Assay by compound,25,26,27,28,29,30,31,32
DNMT1 inh,-0.7,1.4,-12.2,17.6,-0.2,6.8,-8.2,1.2
MsrA inhibitor,1.3,0.3,-0.3,-0.1,-1.1,0.9,4.0,-0.1
Rpn11 block,i,i,i,i,i,i,i,i
CSN deneddyl inh,5.2,-1.6,-1.8,-0.1,4.0,-7.7,4.6,-9.6
SUMO1 PPI mod,-25.5,-1.7,-2.0,2.2,-2.8,-30.9,-10.3,0.7
NadD block,-2.1,-4.4,3.1,2.2,0.4,-3.8,-3.5,-1.9
STEP block,-1.5,-0.7,-1.8,-3.8,-4.6,-0.8,-3.0,-2.5
Scp-1 inhibitor,-9.1,0.4,14.4,-2.0,-7.6,-2.0,13.8,-4.7
TbMetRS inhib,-0.1,-0.2,-0.4,-1.3,-0.1,-1.1,-0.8,-0.3
LMPTP block,-0.5,-0.7,3.2,-0.8,-0.5,0.6,-0.1,-0.5

(33) COc1ccc(NC(=O)CSc2nnc(Cc3ccc(C)cc3)c(=O)n2N)cc1OC
(34) CCOC(=O)Cn1c(=O)c2c(nc3n2CCCCN3c2ccc(C)cc2)n(C)c1=O
(35) Cc1ccc(-c2cn(CCN)c(-c3ccncc3)n2)cc1
(36) COC(=O)c1ccc(C(=O)NC2CCSc3ccccc32)cc1 (configuration not stated)
(37) CCCn1c(N)c(N(CCOC)C(=O)c2cccc(Cl)c2)c(=O)[nH]c1=O
(38) OCCCCNc1cccc2ccccc12
(39) CCC(C)NC(=O)C1=CCN(S(=O)(=O)c2ccc(C)cc2)CC1 (configuration not stated)
(40) COc1ccc(CCNC(=O)CCC(=O)N2CCOc3ccc(Cl)cc32)cc1OC
Assay by compound,33,34,35,36,37,38,39,40
DNMT1 inh,-1.3,3.2,2.8,1.1,3.1,-39.7,-3.4,0.9
MsrA inhibitor,1.2,1.7,-0.3,-0.7,0.4,0.2,-1.2,0.8
Rpn11 block,i,i,i,i,i,i,i,i
CSN deneddyl inh,-0.1,17.1,-1.3,2.3,2.4,12.7,-2.4,1.9
SUMO1 PPI mod,2.8,-2.1,-5.2,-1.9,0.9,-1.0,-1.1,1.4
NadD block,-2.1,-7.5,-1.3,0.1,-5.8,8.7,0.8,0.4
STEP block,0.7,0.0,-1.3,-1.9,0.3,0.5,0.3,1.3
Scp-1 inhibitor,-4.9,-8.1,-0.2,-6.8,-4.7,-5.2,-5.2,2.4
TbMetRS inhib,-0.3,-0.7,-0.3,-0.6,0.1,-0.9,0.1,-0.4
LMPTP block,-1.7,-1.1,-3.4,0.0,0.6,1.7,0.2,-0.7

(41) COc1ccc(N(CC(=O)N/N=C/c2cccnc2)S(=O)(=O)c2ccc(C)cc2)cc1OC
(42) Cc1cc(C)nc(Nc2n[nH]c(-c3ccc(C(C)(C)C)cc3)n2)n1
(43) CCCNC(=O)c1cc2c(c(-c3cccc(-c4cc5ccccc5o4)c3)n1)[C@H](CCO)N(C(=O)NC(C)C)C2
(44) Cc1cc2c(C)nc(-c3ccccc3)nc2o1
Assay by compound,41,42,43,44
DNMT1 inh,2.0,-2.6,·,2.8
MsrA inhibitor,-1.0,-0.2,0.8,-0.7
Rpn11 block,i,i,·,i
CSN deneddyl inh,2.2,-4.4,-2.2,1.9
SUMO1 PPI mod,-7.3,0.5,2.3,-0.5
NadD block,8.5,5.2,-16.9,-5.0
STEP block,0.6,-2.1,·,-0.5
Scp-1 inhibitor,-2.4,-3.1,·,-4.8
TbMetRS inhib,0.7,-0.3,-0.5,-1.1
LMPTP block,0.8,-1.5,1.9,-0.7
